Tau fil binding: binders of human tau filaments | 71,000 compounds, 2% hits | Potency, µM (series often up to 57.1 µM), for inactives: top-dose activity change, negative = inhibition | AID 596 | recombinant tau filaments, thioflavin S fluorescence, 15 h; filaments grown with octadecylsulfate alongside compound | P10636;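 note: potency is the fitted concentration of half-maximal effect; % is set by controls: 0 for no effect and ±100 for the full control effect; actives lower thioflavin S fluorescence by blocking filaments or displacing dye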
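Recombinant tau protein (human, 1 uM final) plus 30 uM ODS in HEPES pH 7.4 with NaCl, DTT and thioflavine S. Compound present from the start; fluorescence at 510 nm after 15 h, 37 C.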
ERK AVP block: vasopressin-driven ERK pathway inhibition. HEK293-V1b, vasopressin-stimulated pERK AlphaScreen. Potency, µM (series often up to 57.5 µM), for inactives: at the top dose activity, negative = inhibition, actives largely listed as inhibitors. 72,000 compounds, 0.99% hits. AID 995; note: potency is the fitted concentration of half-maximal effect; % is set by controls: 0 for no effect and ±100 for the full control effect; nearly all actives have a fitted effect of over 55% in size
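qHTS, compounds titrated on V1b-expressing HEK293 cells. Preincubation 30 min at 37C, vasopressin 25 nM for 5 min, lysis 10 min, bead incubation 5 hr at room temperature.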
Caspase-7 inhib: caspase-7 (human) inhibition, allosteric or competitive; Potency, µM (top dose mostly 57.5 µM), for inactives: at the highest dose activity change, negative = inhibition, usual class: inhibitors; 75,000 compounds, 0.02% hits; AID 889; recombinant caspase-7, Ac-DEVD-AFC fluorescence rate; active = well fitted inhibition curve with a large enough effect in the main read-out, with a control signal flat, not every such curve was filed as active; inconclusive = small, poorly fitted or top-dose-only effect, or a change in a side signal; note: potency is the fitted concentration of half-maximal effect; % of control where 0% means no effect
BRCT inh green: blocks human BRCA1 BRCT binding to phosphopeptide, green readout. 75,000 compounds, 0.05% hits. BRCA1 BRCT-phosphopeptide binding, green fluorescence polarization. P38398. Potency, µM (doses to about 76.9 µM), without a hit: at the highest dose activity change, negative = inhibition, hits mostly inhibitors. AID 875;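 note: potency is the fitted concentration of half-maximal effect; plate controls were peptide without protein for full effect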
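Fluorescence polarization: His-tagged BRCT (~35 kDa BRCA1 C-terminus, 250 nM) bound to 100 nM fluorescein-labeled phosphorylated 10-aa BACH1 peptide, pH 7.3 phosphate buffer with DTT and Tween 20. Compounds incubated 12 min at room temperature; inhibition read as lowered polarization.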
USP2a inh: USP2a (human) protease inhibition. 60,000 compounds, 0.1% hits. O75604. USP2a enzymatic assay, qHTS inhibition. AID 927. Potency, µM (highest dose often 38.3 µM), without a hit: at the highest dose activity change, negative = inhibition, most hits filed as inhibitors;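 note: potency is the fitted concentration of half-maximal effect; nearly all actives have a fitted effect of over 60% in size; plate controls were DMSO for no effect and NEM full inhibition control for full effect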
Target sequence (O75604 whole entry, looked up): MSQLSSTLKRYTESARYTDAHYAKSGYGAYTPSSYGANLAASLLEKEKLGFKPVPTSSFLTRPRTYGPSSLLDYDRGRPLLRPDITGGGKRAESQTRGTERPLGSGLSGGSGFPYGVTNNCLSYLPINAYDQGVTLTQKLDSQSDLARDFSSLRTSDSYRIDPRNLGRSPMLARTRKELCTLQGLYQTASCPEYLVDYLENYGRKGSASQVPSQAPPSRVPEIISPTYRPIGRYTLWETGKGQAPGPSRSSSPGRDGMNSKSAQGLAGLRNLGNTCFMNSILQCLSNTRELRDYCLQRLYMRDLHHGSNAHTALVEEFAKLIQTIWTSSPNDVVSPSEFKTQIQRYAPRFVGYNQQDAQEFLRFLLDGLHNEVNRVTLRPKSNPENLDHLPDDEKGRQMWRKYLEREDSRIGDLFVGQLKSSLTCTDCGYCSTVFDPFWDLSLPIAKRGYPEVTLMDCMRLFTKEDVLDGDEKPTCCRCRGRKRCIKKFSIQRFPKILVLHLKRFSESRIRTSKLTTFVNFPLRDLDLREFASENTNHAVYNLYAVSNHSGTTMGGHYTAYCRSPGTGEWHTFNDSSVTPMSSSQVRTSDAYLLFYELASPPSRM
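Coupled readout: USP2-cleaved Ub-PLA2 (20nM final) turns over NBD C6-HPC (20uM final), Ex 460nm/Em 535nm after 2.5 h, time-zero read flagging artifacts. Enzyme (20nM final, pH 8.0 Tris) given 30 min RT with compound first; NEM defines full inhibition.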
HEK293 cAMP ctrl: raises cAMP in parental HEK293 cells, TSHR agonist counter-screen; Potency, µM (series often up to 57.1 µM), without a hit: at the top dose activation, usual class: activators; 73,000 compounds, 2.5% hits; AID 938; parental HEK293 CNG cAMP sensor, membrane potential fluorescence; note: potency is the fitted concentration of half-maximal effect; % of control where 0% means no effect; nearly all actives have a fitted effect of over 55% in size
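Parental HEK 293 cells stably expressing a modified CNG channel (no TSHR) report cAMP rise as membrane depolarization. Membrane potential dye with 100 uM RO 20-1724 was loaded for 60 min at room temperature, then compound added for 30 min; fluorescence read at 590 nm.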
BRCT PPI red: disrupts BRCA1 BRCT binding to phosphoprotein, red fluorophore readout; Potency, µM (top dose mostly 76.9 µM), for the others: at the top dose activity change, negative = inhibition, actives largely listed as inhibitors; 75,000 compounds, 0.03% hits; BRCT-phosphopeptide binding, red fluorescence polarization; P38398; note: % is set by controls: 0 for no effect and ±100 for the full control effect
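Rhodamine-labelled pBACH1 10-mer (100 nM) bound to BRCT domain (100 nM) at pH 7.3; compounds incubated 12 min room temperature, polarization read. Free peptide defines full inhibition; unlabelled decapeptide titrated as control.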
A350 fluor: A350 region autofluorescence | Compound autofluorescence, 340/450 nm, Alexa 350 dye-equivalents; hits give high values | max dye-equivalent concentration, M | 59,000 compounds, 11% hits | AID 590; in the data active = max dye-equivalent concentration above about 10 nM; inconclusive = mostly about 1.1 nM to 9.6 nM
FLuc inh: firefly luciferase inhibition | 72,000 compounds, 2.2% hits | purified firefly luciferase, luminescence, 8 min | Potency, µM (highest dose often 57.1 µM), for inactives: top-dose activity change, negative = inhibition, actives largely listed as inhibitors; note: potency is the fitted concentration of half-maximal effect; % is set by controls: 0 for no effect and ±100 for the full control effect; nearly all actives have a fitted effect of over 40% in size
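Compounds were tested as concentration series (qHTS) against purified P. pyralis luciferase with luciferin and 10 uM ATP in 50 mM imidazole pH 7.2, 50 mM KCl, 7 mM MgCl2, 0.01% Tween 20, 0.05% BSA. Luminescence was read after 8 min at ambient temperature.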
CRE Fsk mod: CRE-bla signaling modulation under forskolin stimulation; 71,000 compounds, 2.5% hits; CHO CRE-bla reporter (cAMP response element driving beta-lactamase), forskolin EC10, beta-lactamase ratio; Potency, µM (highest dose often 38.2 µM), without a hit: top-dose activity change, negative = inhibition, most hits filed as activators; AID 662; active = well fitted activation curve with a large enough effect in the signal ratio, with a control signal flat, not every such curve was filed as active; inconclusive = small, poorly fitted or top-dose-only effect, or effect the other way, or a change in a side signal; the % refers to the signal ratio; note: potency is the fitted concentration of half-maximal effect; % of control where 0% means no effect
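Modulation of forskolin-driven signalling is measured in CHO cells carrying a CRE-controlled beta-lactamase reporter. Cells are stimulated with EC10 NKH 477 in the presence of titrated compound for 3 h at 37 °C, then loaded with CCF4 for 2 h at room temperature.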
Casp1 inh: caspase-1 (human) inhibition, allosteric or competitive | Potency, µM (series often up to 57.5 µM), inactives show at the top dose activity change, negative = inhibition, most hits filed as inhibitors | 75,000 compounds, 0.03% hits | Caspase-1 enzyme, Ac-WEHD-AFC fluorogenic rate;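 note: potency is the fitted concentration of half-maximal effect; plate controls were vehicle for no effect and no substrate for full effect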
Target sequence (P29466 120-297 limits assumed): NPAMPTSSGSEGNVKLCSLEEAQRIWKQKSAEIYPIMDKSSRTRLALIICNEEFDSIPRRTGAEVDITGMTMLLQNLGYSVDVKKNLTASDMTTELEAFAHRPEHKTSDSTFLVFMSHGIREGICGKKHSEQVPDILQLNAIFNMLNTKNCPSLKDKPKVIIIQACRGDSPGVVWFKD
Target sequence (P29466 317-404 limits assumed): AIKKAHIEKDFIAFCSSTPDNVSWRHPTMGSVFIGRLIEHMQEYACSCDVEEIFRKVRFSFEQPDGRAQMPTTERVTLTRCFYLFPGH
Numbers without * were called inactive; [ ] = another dose, or the depositor's remark. Unless noted, calls come from the whole dose curve; as a rule, active = well fitted curve in the direction sought with a large enough effect; inconclusive = small, poorly fitted or top-dose-only effect, or another doubt; inactive = no such curve, though single readings can be large; an effect the other way counts as inactive or inconclusive.

What do the screens show for `O=C(Cn1cnnn1)OCC(=O)c1ccc(Cl)s1`?
Tau fil binding: 10µM*; ERK AVP block: -13%; Caspase-7 inhib: -11%; BRCT inh green: 3.4%; USP2a inh: 27%; HEK293 cAMP ctrl: 0%; BRCT PPI red: -2.0%; A350 fluor: inconclusive; FLuc inh: 0%; CRE Fsk mod: inconclusive; Casp1 inh: -4%

What do the screens show for `O=C(NCc1ccccc1)N(Cc1cc2cc3c(cc2[nH]c1=O)OCCO3)CC1CCCO1` (stereo unspecified)?
Tau fil binding: inactive; ERK AVP block: -12%; Caspase-7 inhib: -4%; BRCT inh green: -0.4%; USP2a inh: 5%; HEK293 cAMP ctrl: 2%; BRCT PPI red: -0.8%; A350 fluor: 3.9e-07M*; FLuc inh: -11%; CRE Fsk mod: 11%; Casp1 inh: -3%

What do the screens show for `CCCCN1C(=O)C(O)(CC(=O)c2c(C)n[nH]c2C)c2cc(Br)ccc21` (stereo unspecified)?
Tau fil binding: -2%; ERK AVP block: -9%; Caspase-7 inhib: 0%; BRCT inh green: -0.3%; USP2a inh: 3%; HEK293 cAMP ctrl: 8%; BRCT PPI red: 0.8%; A350 fluor: inactive; FLuc inh: 1%; CRE Fsk mod: inconclusive; Casp1 inh: 2%

What do the screens show for `CC(=O)c1cnc(Nc2nc(C)c3cc(C)ccc3n2)nc1C`?
Tau fil binding: 2%; ERK AVP block: -14%; Caspase-7 inhib: 1%; BRCT inh green: -2.0%; USP2a inh: -8%; HEK293 cAMP ctrl: -2%; BRCT PPI red: -1.1%; A350 fluor: inactive; FLuc inh: 2%; CRE Fsk mod: -4%; Casp1 inh: -4%

Results for Cc1nnc(NC(=O)C2CCN(c3nnnn3-c3ccccc3)CC2)s1 ?
Tau fil binding: 4%; ERK AVP block: 8%; Caspase-7 inhib: -1%; BRCT inh green: 1.7%; USP2a inh: 4%; HEK293 cAMP ctrl: 10%; BRCT PPI red: 0.2%; A350 fluor: inactive; FLuc inh: 1%; CRE Fsk mod: 16%; Casp1 inh: 6%

What do the screens show for `CCN(Cc1cc2cc(C)ccc2[nH]c1=O)C(=O)c1cccc(OC)c1`?
Tau fil binding: 1%; ERK AVP block: -18%; Caspase-7 inhib: 0%; BRCT inh green: 3.6%; USP2a inh: 16%; HEK293 cAMP ctrl: inconclusive; BRCT PPI red: -2.3%; A350 fluor: inconclusive; FLuc inh: -1%; CRE Fsk mod: inconclusive; Casp1 inh: -1%

How did COCC(=O)N1CCC2(CC1)CN(Cc1ccc(C#N)cc1)C2 do in these assays?
Tau fil binding: -8%; ERK AVP block: -1%; Caspase-7 inhib: 0%; BRCT inh green: -3.1%; USP2a inh: -15%; HEK293 cAMP ctrl: -5%; BRCT PPI red: 3.5%; A350 fluor: inconclusive; FLuc inh: -3%[11.4 µM]; CRE Fsk mod: -4%; Casp1 inh: -3%

What do the screens show for `COc1cc2c(C(=O)NCc3ccccn3)cn(C)c(=O)c2cc1OC`?
Tau fil binding: -1%; ERK AVP block: -9%; Caspase-7 inhib: -2%; BRCT inh green: 1.3%; USP2a inh: -5%; HEK293 cAMP ctrl: 3%; BRCT PPI red: -1.3%; A350 fluor: inactive; FLuc inh: 0%; CRE Fsk mod: 5µM*; Casp1 inh: -2%

Results for CCOC(=O)N1CCC(N2C(=O)c3ccc(C(=O)NCc4ccc(F)cc4)cc3C2=O)CC1 ?
Tau fil binding: 343%; ERK AVP block: inconclusive; Caspase-7 inhib: -3%; BRCT inh green: -4.4%; HEK293 cAMP ctrl: 5%; BRCT PPI red: 1.8%; FLuc inh: 1%; CRE Fsk mod: -8%; Casp1 inh: -5%

Results for Cc1ccc(-n2c(N)c(C(=O)N3CCCCC3)sc2=S)cc1 ?
Tau fil binding: -11%; ERK AVP block: inconclusive; Caspase-7 inhib: -2%; BRCT inh green: 0.0%; USP2a inh: 3%; HEK293 cAMP ctrl: -6%; BRCT PPI red: -0.4%; A350 fluor: inactive; FLuc inh: -1%; CRE Fsk mod: 4%; Casp1 inh: -1%

How did Cc1cccc(CS(=O)(=O)Cc2ccc(C(=O)NCc3cccnc3)o2)c1 do in these assays?
Tau fil binding: 4%; ERK AVP block: 11%; Caspase-7 inhib: 0%; BRCT inh green: -1.6%; USP2a inh: 10%; HEK293 cAMP ctrl: inconclusive; BRCT PPI red: -1.0%; A350 fluor: inactive; FLuc inh: -1%; CRE Fsk mod: -4%; Casp1 inh: 1%

Results for Cc1ccc(-c2cc(C(=O)NCc3ccc4c(c3)OCO4)[nH]n2)c(O)c1C ?
Tau fil binding: 178%; ERK AVP block: -18%; Caspase-7 inhib: -3%; BRCT inh green: 0.8%; USP2a inh: 28%; HEK293 cAMP ctrl: inconclusive; BRCT PPI red: 1.7%; A350 fluor: inactive; FLuc inh: -7%; CRE Fsk mod: 23%; Casp1 inh: -4%

Results for CCN(c1ccccc1)S(=O)(=O)c1ccc(NCC2COc3ccccc3O2)nc1 (stereo unspecified) ?
Tau fil binding: -8%; ERK AVP block: -12%; Caspase-7 inhib: -4%; BRCT inh green: 0.1%; USP2a inh: 37%[activator]; HEK293 cAMP ctrl: 6%; BRCT PPI red: -0.3%; A350 fluor: inactive; FLuc inh: 1%; CRE Fsk mod: 23%; Casp1 inh: 0%

How did COC(=O)[C@@]1(Cc2ccc(OC)cc2)[C@H]2c3cc(C(=O)N4CCCC4)n(CCc4c[nH]c5ccc(OC)cc45)c3C[C@H]2CN1C(=O)c1ccccc1 do in these assays?
Tau fil binding: 5%; ERK AVP block: 12%; Caspase-7 inhib: -4%; BRCT inh green: 3.4%; HEK293 cAMP ctrl: 13%; BRCT PPI red: 2.0%; CRE Fsk mod: -14%; Casp1 inh: -5%

How did Cc1ccc(C)c(-n2nnnc2SCC(=O)Nc2cccc(-c3nnc4n3CCCCC4)c2)c1 do in these assays?
Tau fil binding: 19%; ERK AVP block: -14%; Caspase-7 inhib: -4%; BRCT inh green: -0.4%; USP2a inh: 49%[activator]; HEK293 cAMP ctrl: inconclusive; BRCT PPI red: -0.5%; A350 fluor: inactive; FLuc inh: 6%; CRE Fsk mod: inconclusive; Casp1 inh: -5%

What do the screens show for `O=C(NC1CCS(=O)(=O)C1)c1cccc(S(=O)(=O)N2CCCCC2)c1` (stereo unspecified)?
Tau fil binding: 7%; ERK AVP block: -25%; Caspase-7 inhib: -2%; BRCT inh green: 0.9%; USP2a inh: 31%[activator]; HEK293 cAMP ctrl: inconclusive; BRCT PPI red: 0.3%; A350 fluor: inactive; FLuc inh: 2%; CRE Fsk mod: inconclusive; Casp1 inh: 2%

How did CC(C)CCNC(=O)NC(=O)COC(=O)C1=COCCO1 do in these assays?
Tau fil binding: 6%; ERK AVP block: -1%; Caspase-7 inhib: 1%; BRCT inh green: 0.8%; USP2a inh: -4%; HEK293 cAMP ctrl: 7%; BRCT PPI red: 0.3%; A350 fluor: inactive; FLuc inh: -1%; CRE Fsk mod: 2%; Casp1 inh: -1%

What do the screens show for `Cc1ccc2[nH]c(=O)c(CN(CCCN3CCOCC3)C(=O)NC3CCCCC3)cc2c1`?
Tau fil binding: 4%; ERK AVP block: 0%; Caspase-7 inhib: 0%; BRCT inh green: -2.3%; USP2a inh: 94%[activator]; HEK293 cAMP ctrl: 15%; BRCT PPI red: -0.5%; A350 fluor: inconclusive; FLuc inh: 1%; CRE Fsk mod: 7%; Casp1 inh: -1%

Results for CCc1ccc2[nH]c(=O)c(CN(CCCN3CCOCC3)C(=O)Nc3ccc(Cl)cc3)cc2c1 ?
Tau fil binding: 0%; ERK AVP block: -3%; Caspase-7 inhib: 0%; BRCT inh green: -0.7%; USP2a inh: 33%[activator]; HEK293 cAMP ctrl: inconclusive; BRCT PPI red: 0.6%; A350 fluor: inactive; FLuc inh: -1%; CRE Fsk mod: 4%; Casp1 inh: -1%

Results for CCOC(=O)N1CCC(NC(=O)c2cc3c(-c4ccc(OC)c(OC)c4)nn(C)c3s2)CC1 ?
Tau fil binding: -4%; ERK AVP block: 9%; Caspase-7 inhib: 0%; BRCT inh green: 0.3%; USP2a inh: 47%[activator]; HEK293 cAMP ctrl: 2%; BRCT PPI red: -1.0%; A350 fluor: 2.6e-08M*; FLuc inh: 0%; CRE Fsk mod: inconclusive; Casp1 inh: -1%
